CHRM4 agonist – human M4 muscarinic receptor agonists, primary screen, CHO-K1 cells, Fluo-8 calcium fluorescence; Muscarinic acetylcholine receptor M4 (Homo sapiens), P08173; CHO-K1 hM4/Gqi5; vehicle 0%, full acetylcholine response 100%; activation, % at 3 µM; 360,000 compounds, 0.14% hits;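 active = activation above the run mean over all test wells plus 3 SD, cut at about 32% in these data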;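 note: peak over basal fluorescence ratio per well then scaled between controls; 0% = DMSO wells and 100% = acetylcholine at EC100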
M5 antag – human M5 muscarinic receptor antagonists, primary screen, CHO cells, Fluo-8 calcium fluorescence. Muscarinic acetylcholine receptor M5 (Homo sapiens), P08912. CHO-hM5 cells, ACh EC80. inhibition, % at 3 µM. 360,000 compounds, 0.59% hits;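 active = inhibition above a per-plate cutoff, the mean of that plate's test compounds plus 3 SD, cut at about 27% in these data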;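 note: 0% = acetylcholine EC80 with DMSO and 100% = DMSO without agonist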
Target sequence (P08912 whole entry, looked up): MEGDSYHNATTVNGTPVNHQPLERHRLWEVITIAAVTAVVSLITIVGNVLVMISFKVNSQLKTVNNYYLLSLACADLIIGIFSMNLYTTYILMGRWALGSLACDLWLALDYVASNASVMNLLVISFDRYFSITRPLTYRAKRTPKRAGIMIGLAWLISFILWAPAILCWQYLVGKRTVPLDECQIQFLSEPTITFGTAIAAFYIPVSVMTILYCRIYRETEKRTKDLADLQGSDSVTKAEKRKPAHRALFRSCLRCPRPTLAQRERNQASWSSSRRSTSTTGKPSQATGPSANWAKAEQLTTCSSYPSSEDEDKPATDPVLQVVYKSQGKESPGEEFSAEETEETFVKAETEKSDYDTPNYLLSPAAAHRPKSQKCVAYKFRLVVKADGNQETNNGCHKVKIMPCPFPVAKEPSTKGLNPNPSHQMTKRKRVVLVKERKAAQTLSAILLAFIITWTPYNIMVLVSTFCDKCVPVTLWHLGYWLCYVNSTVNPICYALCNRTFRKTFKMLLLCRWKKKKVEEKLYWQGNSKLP
M5 PAM – human M5 muscarinic receptor positive allosteric modulators, primary screen, CHO-K1 cells, Fluo-8 calcium fluorescence; 360,000 compounds, 0.3% hits; activation, % at 3 µM; CHO-K1 hM5, ACh EC20 PAM; 0% = ACh EC20, 100% = ACh EC100;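 active = activation above the run cutoff, the mean activation of all test compounds plus 3 SD, cut at about 18% in these data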
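System – CHO-K1 hM5 cells · Compound – 3 µM, single dose · Incubation – compound preincubation 140 s before EC20 acetylcholine addition · Technique – Fluo-8 calcium fluorescence · Measure – Max/basal fluorescence ratio as % of EC20–EC100 ACh window · Benchmarks – low control EC20 acetylcholine (0%), high control EC100 acetylcholine (100%) · Replication – singlicate, one well per test compound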
CHRM5 agonist – human M5 muscarinic receptor agonists, primary screen, CHO-K1 cells, Fluo-8 calcium fluorescence; CHO-K1 hM5 cells; 0% DMSO wells, 100% maximal acetylcholine response; activation, % at 3 µM; 360,000 compounds, 0.19% hits; AID 624037, 2012;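 active = activation above the run's mean over test compounds plus 3 SD, cut at about 23% in these data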;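 note: signal is peak over basal fluorescence ratio across the kinetic read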
CRFR2-BP ag – agonists of CRF-BP/CRF-R2 complex, primary screen, cell-based, HEK293, calcium dye fluorescence, uHTS; calcium dye fluorescence (FLIPR); percent of saturating CRF peptide response; activation, % at 13.2 µM; 350,000 compounds, 0.46% hits; AID 588473, 2011;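 active = activation of at least 50%, plus an integration ratio under a set limit after plate pattern correction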;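 note: plate controls were neutral control wells without compound for no effect and CRF at EC100 for full effect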
CHRM1 antagonist – human M1 muscarinic receptor antagonists, primary screen, CHO-K1 cells, Fluo-8 calcium fluorescence, 1536-well | Muscarinic acetylcholine receptor M1 (Homo sapiens), P11229 | inhibition, % at 3 µM | 360,000 compounds, 1.3% hits | CHO-K1 hM1, ACh EC80 antagonist | AID 588852, 2011;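 active = percent inhibition above its own plate's cutoff, namely the mean of that plate's compound wells plus 3 SD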;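 note: peak over basal fluorescence ratio during 140 s after agonist addition; 0% = ACh EC80 plus DMSO and 100% = DMSO alone without agonist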
Target sequence (P11229 whole entry, looked up): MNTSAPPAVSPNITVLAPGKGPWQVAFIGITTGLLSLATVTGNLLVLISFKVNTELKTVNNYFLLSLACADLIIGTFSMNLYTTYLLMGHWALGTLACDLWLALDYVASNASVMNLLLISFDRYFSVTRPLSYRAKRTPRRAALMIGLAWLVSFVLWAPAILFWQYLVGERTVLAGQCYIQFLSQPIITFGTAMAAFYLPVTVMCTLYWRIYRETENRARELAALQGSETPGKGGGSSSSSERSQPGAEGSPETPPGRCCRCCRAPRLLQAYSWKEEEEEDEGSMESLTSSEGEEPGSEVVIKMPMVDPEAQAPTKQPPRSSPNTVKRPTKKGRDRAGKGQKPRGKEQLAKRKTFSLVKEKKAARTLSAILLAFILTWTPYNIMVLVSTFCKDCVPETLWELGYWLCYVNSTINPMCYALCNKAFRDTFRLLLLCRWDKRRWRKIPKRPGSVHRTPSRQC
M4 PAM – human M4 muscarinic receptor positive allosteric modulators, primary screen, CHO-K1 cells, Fluo-8 calcium fluorescence; Muscarinic acetylcholine receptor M4 (Homo sapiens), P08173; CHO-K1 hM4/Gqi5, ACh EC20; 0% = ACh EC20, 100% = maximal ACh; activation, % at 3 µM; 360,000 compounds, 0.4% hits;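 active = activation above its plate's cutoff, the mean activation of sample wells plus 3 SD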; note: some results filed as inactive read as strong as hits
CHRM1 PAM – human M1 muscarinic receptor positive allosteric modulators, primary screen, CHO-K1 cells, Fluo-8 calcium fluorescence, 1536-well | Muscarinic acetylcholine receptor M1 (Homo sapiens), P11229 | CHO-K1 hM1, ACh EC20; 0% = ACh EC20, 100% = maximal ACh | activation, % at 3 µM | 360,000 compounds, 0.088% hits | AID 588819, 2011; in the data active = activation above about 19%, passing the limit was not always enough
M4 antag – human M4 muscarinic receptor antagonists, primary screen, CHO cells, Fluo-8 calcium fluorescence. Muscarinic acetylcholine receptor M4 (Homo sapiens), P08173. CHO-hM4 cells, ACh EC80. 360,000 compounds, 0.73% hits. inhibition, % at 3 µM;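 active = inhibition above its plate's cutoff, the mean inhibition of sample wells plus 3 SD, cut at about 27% in these data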;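 note: 0% = acetylcholine EC80 with DMSO and 100% = DMSO without agonist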
Active calls of the source: *; . = not tested or not shown.

CHRM4 agonist,M5 antag,M5 PAM,CHRM5 agonist,CRFR2-BP ag,CHRM1 antagonist,M4 PAM,CHRM1 PAM,M4 antag,mol
0,8,-3,3,2.7,-18,0,12,-13,O=C(CN1CCSC1=O)N1CCN(S(=O)(=O)c2ccc(F)cc2)CC1
3,22,-4,-1,-0.8,-8,-1,9,11,CNC(=O)c1sc(NCc2ccccc2OC)nc1C
5,-1,-7,3,-2.7,0,-1,0,-7,Cc1cc(OCC(=O)N(Cc2cccs2)C2CCS(=O)(=O)C2)ccc1Cl (stereo not drawn)
1,0,1,1,-0.8,-10,2,5,-8,CCc1ccc(OCC(=O)NNC(=O)c2c(CC)noc2C)cc1
1,5,-2,1,-0.3,-13,9,9,2,Cc1cc(C(=O)N2CCC(C(=O)O)CC2)c(C(F)(F)F)o1
1,2,-2,1,-0.1,11,0,-4,-2,CC(C)(C)NC(=O)C(c1ccc(F)cc1)N(Cc1ccco1)C(=O)c1csnn1 (stereo not drawn)
3,-3,4,3,-1.0,-4,-3,6,1,O=S(=O)(Nc1ccc2cn[nH]c2c1)c1ccc(Cl)s1
19,11,-33,5,-3.2,32,-12,-18,2,COc1ccccc1N1CCN(C(=O)c2cccc(S(=O)(=O)Nc3ccccc3F)c2)CC1
2,5,-5,-6,-0.8,-3,-2,-4,1,Cc1ccc(NC(=O)CN(C)C(=O)CSc2nc3ccccc3c(=O)n2Cc2ccco2)cc1
2,4,6,-3,-0.2,7,3,-8,-8,O=C(CCC1CCCCC1)Nc1ccc(C(=O)c2ccncc2)cc1
19,13,-13,1,-0.7,30,-11,-12,3,C/C(=N\NC(=O)c1cc(C)oc1C)c1ccc(N2CCOCC2)cc1
10,11,-11,-2,0.2,15,-7,-5,2,COc1ccccc1C(=O)Nc1nnc(S(=O)(=O)N(C)Cc2ccccc2)s1
2,0,2,2,-0.7,-5,3,5,4,CC(=O)Nc1ccc(/C=N/NC(=O)c2cc3ccccc3nc2C)cc1
0,-4,0,-5,-1.0,-3,0,5,0,O=C(CN1C(=O)COc2ccccc21)NCCCN1CCCC1
2,8,-5,4,-2.3,12,-3,-4,7,Cc1ccc2cc(C(c3nnnn3CC3CCCO3)N3CCCC4(CCCCC4)C3)c(=O)[nH]c2c1 (stereo not drawn)
1,1,3,0,0.3,-4,-4,6,7,CC(C)(C)c1ccc(-c2nc3c(C#N)c(-c4ccc5c(c4)OCO5)ccn3n2)cc1
0,5,1,-2,7.4,-10,-3,14,5,Cc1cccn2c(=O)c(/C=C(\C#N)C(=O)NC3CCS(=O)(=O)C3)c(Oc3ccccc3Cl)nc12 (stereo not drawn)
1,5,-5,1,0.6,-14,2,-4,-4,Cc1ccc(-c2cnc(NC(=O)c3cccc(Br)c3)s2)c(C)c1
3,10,-8,-6,-0.1,32*,-15,-27,19,COc1cccc(-c2cnc(NCc3cc(Cl)ccc3O)n2C)c1
-1,-1,-6,-6,1.0,2,-2,-3,-2,Clc1ccc(-c2cc3ccccc3[nH]2)cc1
6,6,-6,-2,-0.6,-8,-3,8,2,COc1ccc(N(C)S(=O)(=O)c2cccc(C(=O)OC(C)C(=O)NC3CCCCC3C)c2)cc1 (stereo not drawn)
1,0,-4,3,-0.3,-1,-4,1,0,Cc1cc(NC(=O)C(C)SCC(=O)N(C)CC(=O)Nc2ccccc2C(F)(F)F)no1 (stereo not drawn)
1,1,-3,1,0.5,-4,-3,4,-1,CCN(CC)S(=O)(=O)c1ccc(C)c(NC(=O)COc2ccc3c(C)cc(=O)oc3c2)c1
0,-5,3,-4,-2.1,-6,25,14,-10,Cc1ccc(C)c(OCC(=O)Nc2ccc3c(c2)OCO3)c1C
0,-4,7,4,.,.,-1,.,9,CCC(c1nnnn1-c1ccc2c(c1)OCCO2)N1CCN(CCN2CCOCC2)CC1 (stereo not drawn)

Structures above marked active in CHRM1 antagonist.
CHRM4 agonist,M5 antag,M5 PAM,CHRM5 agonist,CRFR2-BP ag,CHRM1 antagonist,M4 PAM,CHRM1 PAM,M4 antag,mol
3,10,-8,-6,-0.1,32*,-15,-27,19,COc1cccc(-c2cnc(NCc3cc(Cl)ccc3O)n2C)c1

3 compounds from above, sorted by heavy-atom count, falling:
CHRM4 agonist,M5 antag,M5 PAM,CHRM5 agonist,CRFR2-BP ag,CHRM1 antagonist,M4 PAM,CHRM1 PAM,M4 antag,mol
10,11,-11,-2,0.2,15,-7,-5,2,COc1ccccc1C(=O)Nc1nnc(S(=O)(=O)N(C)Cc2ccccc2)s1
2,0,2,2,-0.7,-5,3,5,4,CC(=O)Nc1ccc(/C=N/NC(=O)c2cc3ccccc3nc2C)cc1
1,0,1,1,-0.8,-10,2,5,-8,CCc1ccc(OCC(=O)NNC(=O)c2c(CC)noc2C)cc1

More structures:
CHRM4 agonist,M5 antag,M5 PAM,CHRM5 agonist,CRFR2-BP ag,CHRM1 antagonist,M4 PAM,CHRM1 PAM,M4 antag,mol
1,-1,-1,0,0.0,-9,3,9,3,COc1cc(C2N(c3cccc(Cl)c3)C(=O)C3CCCN32)cc(OC)c1OC (stereo not drawn)
0,3,1,-2,2.7,-6,-2,6,-5,CCOC(=O)c1c(C)nc2sc3c(=O)n(-c4ccc(C(C)=O)cc4)nnc3c2c1-c1ccc(Cl)cc1
3,-7,17,-2,0.3,-9,6,13,-7,Cc1no[n+]([O-])c1COc1ccccc1/C=N/n1nnnc1N
1,3,-7,1,-2.6,-9,-2,10,-4,COc1ccc(-c2nnc(SCC(=O)O)n2C)cc1OC
2,5,-1,-7,0.8,-4,0,-1,-3,CCN1CCN(C(=S)Nc2ccc(Cl)cc2)CC1
0,0,3,2,-0.7,-7,18,5,10,O=C(O)CN1C(=O)CC(Cc2ccc(Cl)cc2)C1=O (stereo not drawn)
1,10,-3,-2,-1.2,-11,-2,1,-7,CCCCNC(=O)c1onc(CSc2nc3ccccc3[nH]2)c1C(=O)NCCCC
17,4,-9,0,2.0,-8,-6,-3,-12,O=C(c1ccc2nc(N3CCCCC3)sc2c1)N1CCN(c2ccccn2)CC1
3,-6,1,3,-2.4,-2,0,0,-5,CCOC(=O)C1CCCN(C(=O)c2cc(S(=O)(=O)N3CCCCCC3)ccc2OC)C1 (stereo not drawn)
-2,-11,7,5,-0.4,-6,17,11,-4,O=C(CSc1nnc(Cc2cccs2)n1-c1ccccc1)Nc1ccc2c(c1)OCCO2
1,4,-2,-5,0.2,-5,-3,1,11,CCOc1ccc(NC(=S)N(CCN2CCOCC2)Cc2ccc3c(c2)CCCN3CC)cc1
3,6,-8,2,-1.5,-26,5,16,2,Nc1cc(N)nc(SCCOc2ccccc2)n1
1,-3,2,0,4.5,-2,12,0,-12,Cc1ccc(NC(=O)CC(=O)Nc2ccc(C)cc2)cc1
0,-9,7,0,-3.2,11,0,2,-1,CC(NC(=O)CSc1nc(=O)cc(N)n1-c1ccccc1)c1ccccc1 (stereo not drawn)
1,2,-4,-3,1.6,-5,-3,10,-8,O=C1CCCC2=C1C(c1ccccn1)Nc1ccc(C(=O)c3ccccc3)cc1N2 (stereo not drawn)
1,-7,-7,-3,-2.6,0,-2,-1,-3,O=C(Cc1ccccc1)Nc1nccs1
0,5,-5,-2,-2.7,-12,-2,8,9,Nc1cc(N)nc(SCC(=O)N2CCc3ccccc32)n1
2,-2,-3,1,.,-9,-2,3,-16,Clc1ccc(-c2cc3nc(NCc4cccc(Cl)c4)ccn3n2)cc1
0,1,3,-3,-0.6,-7,0,0,3,CCCC1NC(=O)c2cccnc2-n2c1nc1ccccc1c2=O (stereo not drawn)
4,5,3,-9,1.2,-10,3,7,-6,Cc1nnc(SCc2c(Cl)cccc2Cl)n(N)c1=O
1,-3,0,-3,1.2,-2,7,8,-8,CN(C)N1C(=O)CC(N2CCCC2)C1=O (stereo not drawn)
3,-8,1,2,-0.9,-4,3,4,3,O=C(Nc1ccc(S(=O)(=O)NC2CCCC2)cc1)c1cnccn1
1,10,-4,-1,-0.2,-8,3,5,7,CC(C)CCNC(=O)c1ccc(-n2cnc3cccnc32)cc1
2,0,0,2,1.0,2,9,4,-7,Cc1cc(C)nc(Sc2ncnc(N)c2[N+](=O)[O-])n1
6,2,-4,2,-0.4,-2,-6,2,2,COc1ccc(C(=O)N(C)CCOc2ccc(Cl)cc2)cc1S(=O)(=O)N1CCCC1
-1,3,-3,-2,-3.5,1,4,-1,15,CCn1cc(C(=O)OCC(=O)NCc2ccc3c(c2)OCO3)c(=O)c2ccc(C)nc21
0,-10,11,1,0.3,-8,2,9,12,O=C(NCc1ccccn1)C(C(=O)c1ccc(F)cc1)n1ccccc1=O (stereo not drawn)
0,8,-5,0,-4.6,15,-3,-5,6,CCOC(=O)c1ccc(NC(=O)CC2S/C(=N/N=C3/NC(=O)CS3)NC2=O)cc1 (stereo not drawn)
9,5,-9,4,-0.3,1,-5,-3,7,CCOc1ccccc1C(=O)N1CCN(c2ccc(C(F)(F)F)cn2)CC1
0,3,-7,2,-2.4,-13,3,11,-4,O=C1CCN(CCCN2CCC(=O)NC2=S)C(=S)N1
11,3,-4,-3,-0.6,12,-8,-31,-10,c1ccc(Nc2nc(NCC3CCCO3)c3ccccc3n2)cc1 (stereo not drawn)
0,8,-7,-1,3.3,-12,-1,11,2,CNc1ncnc(Sc2nc(N)nc3nc[nH]c23)c1[N+](=O)[O-]
4,-10,1,1,0.1,-4,2,-1,-9,CCCCOc1ccccc1C(=O)N(Cc1ccco1)C1CCS(=O)(=O)C1 (stereo not drawn)
3,-7,4,-1,-2.6,-10,-16,7,40*,COc1cc(SC#N)ccc1N=Cc1c(C)[nH]n(-c2ccc(C)cc2)c1=O
-1,2,-1,2,0.0,-9,3,0,6,CCC(=O)N/C(=N/c1nc(C)cc(C)n1)Nc1cccc(OC)c1
9,17,-7,8,-0.1,8,-6,-6,7,CNC(=S)N1CCN(c2nc(-c3ccc(F)cc3)cs2)CC1
1,-2,-4,1,-0.9,11,-2,-2,1,N/C(=N\N=C\c1ccc2c(c1)OCO2)SC1CC(=O)N(c2ccc(C(=O)O)cc2)C1=O (stereo not drawn)
1,-9,5,2,1.5,0,-7,-1,13,Brc1cccc(-c2nnc3sc(CN4CCC5(CC4)OCCO5)cn23)c1
1,2,3,2,0.6,-8,12,12,2,CCOc1ccc2cc(C#N)c(SCC(=O)N3CCOCC3)nc2c1
0,6,-4,-4,-1.1,-2,-2,0,0,COc1ccc(CCNC(=O)CCNC(=O)N2CC(=O)Nc3ccccc32)cc1OC
